Mtb RmlCD inh: blocks M. tuberculosis RmlC and RmlD coupled enzymes; AID 1533; RmlC+RmlD coupled enzyme assay, percent inhibition; primary screen in compound mixtures; 160,000 tested, 0.03% active; inhibition, % at 3.6 µM; P9WH09+P9WH11; in the data active = inhibition mostly above about 34%, no sharp cut-off; also: some results filed as inactive read as strong as hits
Target sequence (P9WH09 whole entry, looked up): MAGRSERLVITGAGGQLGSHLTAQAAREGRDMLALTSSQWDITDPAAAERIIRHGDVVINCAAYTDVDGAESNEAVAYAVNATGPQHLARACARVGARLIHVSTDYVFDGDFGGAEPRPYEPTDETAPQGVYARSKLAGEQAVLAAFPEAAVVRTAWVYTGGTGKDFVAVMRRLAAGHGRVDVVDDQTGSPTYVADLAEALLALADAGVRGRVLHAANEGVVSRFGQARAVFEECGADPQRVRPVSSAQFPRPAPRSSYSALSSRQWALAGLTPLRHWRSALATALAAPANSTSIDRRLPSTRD
Target sequence (P9WH11 whole entry, looked up): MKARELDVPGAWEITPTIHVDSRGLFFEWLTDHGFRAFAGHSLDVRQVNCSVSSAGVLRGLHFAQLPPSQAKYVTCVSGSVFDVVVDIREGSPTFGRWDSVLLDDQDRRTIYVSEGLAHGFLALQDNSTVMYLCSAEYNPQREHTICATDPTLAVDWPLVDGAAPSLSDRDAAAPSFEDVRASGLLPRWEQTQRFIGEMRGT
GlmU inhibition: inhibition of mycobacterial GlmU enzyme – biochemical, glucosamine-1-phosphate acetyltransferase (AID 1376); M. tuberculosis GlmU acetyltransferase enzyme assay; higher % means a stronger effect; inhibition, %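 (tested at 30 µM in the primary screen)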, or IC50 in µM where a hit was titrated; 220,000 tested, 0.25% active; in the data active = inhibition above about 13%;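 also: 0% = complete reaction with vehicle and 100% = reaction without substrate; strong numbers were not always called active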
Numbers without * were called inactive; . = no result given. The list is partial (hit frequency here may not be typical).

mol | Mtb RmlCD inh | GlmU inhibition
COc1cc2[nH]c(=S)n(CCN3CCCCC3C)c(=O)c2cc1OC (stereo not given) | -21 | 0.1%
Cc1ccc(-c2csc(NC(=O)c3cnccn3)n2)cc1C | -46 | -1.0%
COC(=O)c1ccccc1OC(=O)c1cc[n+]([O-])cc1 | -5 | 0.4%
CCC(Sc1ncccn1)C(=O)Nc1cc(C)on1 (stereo not given) | . | -3.4%
O=C1NC(=O)C(=Cc2ccc(Sc3ccccc3)o2)C(=O)N1 | 21 | 369µM*
CCOC(=O)C1=C[C@]2(CC)CCCN3CCc4c(n1c1ccccc41)[C@@H]32 | . | 4.7%
C/C(=N\NC(=O)C1COc2ccccc2O1)c1cc2ccccc2o1 (stereo not given) | -3 | -0.4%
c1ccc(-n2ncc3c(N4CCCCC4)ncnc32)cc1 | 52 | -0.9%
CCn1c2ccccc2c2nnc(SCC(=O)Nc3ncccn3)nc21 | 7 | 1.4%
O=C(Cn1ncc2c(=O)oc3ccccc3c21)Nc1nc2ccccc2s1 | . | -0.1%
Cc1c(Cl)cccc1NC(=O)CSc1ccc(-c2cccnc2)nn1 | 6 | .
CCCCSc1nnc(-c2ccc(NC(C)=O)cc2)n1C | 10 | 2.2%
Cc1ccc(-n2ncc3c(=O)[nH]c(SCC(=O)N4CCCc5ccccc54)nc32)cc1 | 1 | -0.4%
CCc1ccc(Cn2nnc(C(=O)NCc3ccccc3OC)c2N)cc1 | -7 | 6.9%
COCCCn1c(-c2ccsc2)nc2c1c(=O)[nH]c(=O)n2Cc1ccccc1 | 15 | -1.8%

Continued, overlapping the part above by three compounds.
mol | Mtb RmlCD inh | GlmU inhibition
Cc1ccc(-n2ncc3c(=O)[nH]c(SCC(=O)N4CCCc5ccccc54)nc32)cc1 | 1 | -0.4%
CCc1ccc(Cn2nnc(C(=O)NCc3ccccc3OC)c2N)cc1 | -7 | 6.9%
COCCCn1c(-c2ccsc2)nc2c1c(=O)[nH]c(=O)n2Cc1ccccc1 | 15 | -1.8%
CCCc1c(C(=O)NNc2cc(C(F)(F)F)ccc2Cl)cnn1-c1ccccc1 | . | 5.7%
OCCN(C=NC1=NN(c2cccc(C(F)(F)F)c2)CC1)CCO | 6 | 0.1%
COc1ccc(/C=N/NC(=O)CN(Cc2ccccc2)S(=O)(=O)c2ccc3c(c2)OCCO3)cc1 | . | 0.8%
CCOC(=O)CN1C(=O)S/C(=C/c2ccc(O)c([N+](=O)[O-])c2)C1=O | 12 | 6.1%
Cc1cccc(CCNC(=O)CN(C)S(=O)(=O)c2ccc3c(c2)c(=O)n(C)c(=O)n3C)c1 | . | 1.3%
CCCNC(=O)NC(=O)COC(=O)CNS(=O)(=O)/C=C/c1ccccc1 | 4 | 0.7%
CC(=O)C1=C(O)C(=O)N(c2cccnc2)C1c1ccc(Cl)cc1 (stereo not given) | 7 | 2.0%
O=C(CCCn1cnc([N+](=O)[O-])n1)Nc1ccc(Cl)c(Cl)c1 | . | 1.2%
Fc1cccc(Cl)c1CNCc1ccccc1Cl | -3 | -2.5%
Cc1ccc2c(COC(=O)c3c(C)noc3C)cc(=O)oc2c1 | -9 | 9.4%
CCOC(=O)N1CCN(c2c(N3CCN(c4cccc(C(F)(F)F)c4)CC3)c(=O)c2=O)CC1 | -4 | 2.1%
CCS(=O)(=O)N1CCC(C(=O)NCc2cc(OC)ccc2OC)CC1 | -2 | 2.5%
CCN(CC)C(=O)CSc1nnc(SCc2ccc(Cl)cc2)s1 | . | 2.5%
Cc1ccc2cc(NC(=O)c3cccc(F)c3)ccc2n1 | -12 | -2.8%
COC(=O)c1cc(-c2ccc(Br)cc2)on1 | 11 | .

Next section
mol | Mtb RmlCD inh | GlmU inhibition
COc1ccccc1NC(=O)Nc1nnc(CC(=O)Nc2ccccc2C)s1 | -15 | 2.9%
N#CC1=C(N)Oc2n[nH]c(-c3cccnc3)c2C1c1ccc([N+](=O)[O-])o1 (stereo not given) | 4 | 1.6%
CC(C)CNS(=O)(=O)c1ccc(S(=O)(=O)N2CCN(CCC#N)CC2)cc1 | 5 | 2.6%
O=C1/C(=C/c2cccc([N+](=O)[O-])c2)CCc2ccccc21 | 3 | 1.6%
O=C1OCCC1Sc1nnc(-c2ccco2)o1 (stereo not given) | -8 | -3.5%
O=C(Cc1ccccc1)NCc1ccccn1 | -3 | -1.2%
O=S(=O)(Cc1ccccc1)NCC1CCCN(Cc2ccc3nonc3c2)C1 (stereo not given) | 8 | 2.6%
Cn1nnnc1SCC(=O)NCc1ccco1 | . | -2.9%
CCCCOc1ccc(OCCCC)c2c1NC1(N2)C(=O)N(C(C)=O)c2ccccc21 | . | -1.1%
C=CCNC(=O)c1ccc(Sc2ccc(C)cc2)c([N+](=O)[O-])c1 | . | 0.7%
COC(C[C@H]1O[C@H]1C(=O)[C@H](C)OCc1ccccc1)OC | . | -0.7%
CN(CC(CC(=O)Nc1nncs1)c1ccccc1)S(=O)(=O)c1ccc(Br)cc1 (stereo not given) | -8 | 4.6%
COc1ccccc1NS(=O)(=O)c1ccc(Br)s1 | -2 | -2.4%
O=C(CSc1nnc(-c2ccc(C(F)(F)F)cn2)o1)Nc1cccc(Cl)c1 | 4 | -3.8%
Cn1c(SCC(=O)c2ccc3c(c2)OCCO3)nnc1C1CC1 | . | -3.1%

Additional compounds follow:
mol | Mtb RmlCD inh | GlmU inhibition
COc1ccc(OC)c2[nH]c(=O)c(CCNC(=O)C(C)(C)C)cc12 | . | 8.1%
CCOC(=O)c1c(C)[nH]c(N=Nc2ccc(C)cc2)c1C | 10 | -0.8%
C[N+](C)(CC#Cc1ccccc1)CC(=O)c1ccc(Cl)cc1 | -12 | 3.9%
COc1cc(/C=N/n2cnc3scc(-c4cccs4)c3c2=O)cc(OC)c1OC | . | 0.3%
Cc1ccnc(NC(=O)C2CCN(S(=O)(=O)c3cccc4nonc34)CC2)c1 | . | 0.7%
CC(C)(C)C(=O)OC[N+](C)(C)CCOC(=O)C(O)(c1ccccc1)C1CCCC1 (stereo not given) | 11 | -5.0%
CC1=C(C(=O)N2CCOCC2)C(c2ccc(C)cc2)NC(=S)N1 (stereo not given) | -9 | 0.4%
Cc1cc(-c2n[nH]c(=S)n2/N=C/C=C/c2ccccc2)n[nH]1 | -10 | 0.9%
CCc1c(C(C)O)oc2ccc3c(C)cc(=O)oc3c12 (stereo not given) | -1 | 3.8%
CCc1nnc2sc(-c3ccc(NC(=O)c4ccco4)cc3)nn12 | -4 | 5.8%
O=[N+]([O-])c1cccc(-c2ccc(C(=S)N3CCN(c4ccc(F)cc4)CC3)o2)c1 | 9 | 1.5%
O=C1C=CC(=O)N1c1ccc(O)cc1 | -8 | -1.0%
CN(C)c1ccc(-n2cc3c(=O)n(C)c(=O)n(C)c3c2)cc1 | 3 | 2.6%
O=C(Cn1nc(-c2ccccc2)ccc1=O)NCC1CCCO1 (stereo not given) | . | 0.2%
COc1ccc(-c2nnc(-c3cccs3)o2)cc1OC | 51 | 7.8%

(listing goes on)
mol | Mtb RmlCD inh | GlmU inhibition
CCOC(=O)c1c(C)n(C)c2ccc(OC(C)C(=O)OC)cc12 (stereo not given) | -4 | -3.2%
CCCCC(=O)Nc1ccc2c(c1)oc1ccccc12 | . | 7.3%
CC(CCc1ccccc1)NC(=O)c1ccc(C(=O)NC(C)CCc2ccccc2)cc1 (stereo not given) | -4 | .
COC(=O)c1ccc(/C(O)=C(\C#N)c2nc3ccccc3s2)cc1 | 7 | 3.5%
COc1ccc(N(CC(=O)NCc2ccccc2C)S(=O)(=O)c2ccccc2[N+](=O)[O-])c(OC)c1 | -12 | -2.1%
Cc1ccc(C)c(NC(=S)N/N=C2/CCCCc3ccccc32)c1 | . | -2.7%
Cc1c(C2(c3c(C)n(C)n(-c4ccccc4)c3=O)C(=O)Nc3ccc(F)cc32)c(=O)n(-c2ccccc2)n1C | -11 | -1.2%
COCCN(C(=O)CSc1nc2ccccc2c(=O)n1CC(C)C)c1c(N)n(Cc2ccccc2)c(=O)[nH]c1=O | 5 | 3.8%
Cc1ccccc1NC(=O)Cn1c(C)nc2ccc(NC(=O)C3CC3)cc2c1=O | -4 | 2.8%
O=[N+]([O-])c1ccc(N=Nc2c(Cl)cc(O)cc2Cl)cc1 | -8 | -0.7%
COc1ccccc1NC1C=CS(=O)(=O)C1 (stereo not given) | -1 | -3.6%
Cc1cc(C)c(S(=O)(=O)Cc2ccccc2)c(=O)[nH]1 | . | 1.0%
Cc1cc(N)n2nc(C)c(-c3ccccc3)c2n1 | . | -1.1%
Cc1ccc(S(=O)(=O)NCCCCCC(=O)Nc2ccccc2C)cc1 | -8 | 7.5%
COc1cc(NC(=O)c2ccccc2)cc(OC)c1 | . | -3.4%

Structures shown so far containing a CF3 group (four):
mol | Mtb RmlCD inh | GlmU inhibition
CCCc1c(C(=O)NNc2cc(C(F)(F)F)ccc2Cl)cnn1-c1ccccc1 | . | 5.7%
OCCN(C=NC1=NN(c2cccc(C(F)(F)F)c2)CC1)CCO | 6 | 0.1%
CCOC(=O)N1CCN(c2c(N3CCN(c4cccc(C(F)(F)F)c4)CC3)c(=O)c2=O)CC1 | -4 | 2.1%
O=C(CSc1nnc(-c2ccc(C(F)(F)F)cn2)o1)Nc1cccc(Cl)c1 | 4 | -3.8%

Next part
mol | Mtb RmlCD inh | GlmU inhibition
C=CCn1c(O)c(C(C)=NCCC2=CCCCC2)c(=O)[nH]c1=O | -4 | 4.8%
CCCn1c(N2CCN(Cc3ccc(Cl)cc3)CC2)nc2ccccc21 | 5 | -7.6%
CCn1c(SCc2nc3ccccc3s2)nnc1-c1ccccc1 | . | 2.4%
O=c1oc2ccccc2nc1/C=C(O)/C=C/c1ccc(F)cc1 | 3 | -1.9%
CS(=O)(=O)c1ccc(Cl)c(NC(=O)CSc2nc3ccccc3c(=O)n2CCCN2CCOCC2)c1 | 4 | -6.7%
Cc1cc(SCC(=O)c2ccccc2)n2ncc(-c3ccccc3)c2n1 | 7 | -3.6%
Cc1ccc(N2CC(C(=O)N3CCc4ccccc43)CC2=O)cc1 (stereo not given) | 12 | -2.2%
CC(=O)N=c1cccc(NC(C)=O)n1O | -61 | -7.4%
CCOc1ccc(N(CC(=O)NCC2CCCO2)S(=O)(=O)c2ccc(SC)cc2)cc1 (stereo not given) | -8 | 1.1%
O=C(/C=C/c1ccco1)NC(=S)NNC(=O)c1ccco1 | . | -1.3%
Cc1ccccc1NC(=O)CCN1CCN(C/C=C/c2ccccc2)CC1 | 5 | 1.2%
CSc1nc2ccccc2n1C(=O)NC1CCCCC1 | 12 | -0.6%
COc1cc2c(cc1OC)-c1cc(Nc3ccc(N(C)C)cc3)nc(=O)n1CC2 | 44 | -1.4%
COC(=O)c1ccccc1NC(=O)N1CCN(C(=O)c2ccco2)CC1 | -5 | .
CCCCn1nnnc1SCC(=O)c1ccccc1F | 9 | 2.5%

(listing goes on)
mol | Mtb RmlCD inh | GlmU inhibition
CN(C)S(=O)(=O)c1cccc(-c2nnc(SCc3ccc4c(c3)OCCO4)o2)c1 | -2 | 8.6%
O=C(CSc1cn(Cc2ccccc2)c2ccccc12)NCc1ccc(F)cc1 | . | 1.0%
C[n+]1cccc(C(=O)NNC(=O)C23CC4CC(CC(C4)C2)C3)c1 | 6 | 3.6%
CC1CCCN(C(=O)C2CCN(CC3CC=CCC3)CC2)C1 (stereo not given) | . | 0.1%
CCOC(=O)N1CCN(C(=O)C2CCCCC2)CC1 | . | 2.9%
CCOc1cc(C2NC(=O)NC(c3ccccc3)=C2C(=O)c2ccccc2)c(Br)cc1OCC(=O)O (stereo not given) | -10 | 3.0%
CC(C)(C)n1nnnc1C(c1cccs1)N1CCCC2(CCCCC2)C1 (stereo not given) | 9 | 6.5%
CCc1nnc(-n2nc(C)cc2-c2ccccc2)n1N | -1 | 5.2%
O=S1(=O)[C@H]2C[C@@H]3C=C[C@]2(CN1Cc1ccc(C(F)(F)F)cc1)O3 | -13 | 4.5%
Cc1ccc(NC(=O)CN(C)CC(=O)Nc2ccccc2C#N)cc1 | 6 | 7.8%
Fc1ccccc1CSc1nnc2ccc(-c3ccncc3)nn12 | 0 | -1.3%
CC1Cc2ccccc2N1C(=O)CSC1=NCCS1 (stereo not given) | . | 1.8%
O=C(N/C(=C/c1ccc(Br)cc1)C(=O)N1CCCC1)c1cccs1 | 6 | 1.4%
CCCc1nc2ccccc2c(=O)n1-c1ccc(OC)cc1 | -8 | 3.5%
CCCCn1c(-c2ccsc2)nc2c1c(=O)[nH]c(=O)n2CCC | . | 3.5%

Remaining list, next part:
mol | Mtb RmlCD inh | GlmU inhibition
Cc1cccc(C(=O)N2CCc3c([nH]c4ccccc34)C2CC(C)C)n1 (stereo not given) | . | -3.7%
COc1cccc(C2C(C#N)=C(N)Oc3cc(N)ccc32)c1OC (stereo not given) | . | 1.1%
COc1ccc(NC(=O)/C(=C/c2ccc3c(c2)OCO3)NC(C)=O)cc1 | 7 | 0.5%
Fc1ccc(-c2cnc3n2CCCCC3)cc1 | 0 | 1.3%
O=C(Nc1ccc2c(c1)OCO2)NC1(C(F)(F)F)Oc2ccccc2O1 | . | 4.0%
CC1CN(CCCCOc2ccc(F)cc2)CC(C)O1 (stereo not given) | -8 | 6.7%
Nc1ccc(N=Nc2ccc(N)cc2)cc1 | 40 | -7.2%
CC(=O)c1ccc(NC(=O)C2CCCNC2=O)cc1 (stereo not given) | 4 | -5.7%
Cc1c(Cl)cccc1NC(=O)CSc1ncnc2c1cnn2CCc1ccccc1 | -2 | 1.1%
COc1ccc(NC(=S)N2CCC(C(=O)c3ccc(F)cc3)CC2)c(OC)c1 | -2 | -7.8%
N#C/C(=C\c1cccc(Oc2ccccc2)c1)C(=O)N1CCOCC1 | -4 | -4.0%
Cc1ccc(NC(=O)c2ccc(CSc3nnnn3C)cc2)cc1 | -4 | -1.1%
Nc1sccc1C(=O)c1ccc(Cl)cc1 | -4 | -9.5%
Cc1cccc(CSCCNC(=S)Nc2ccccc2)c1 | -9 | 6.5%
COc1cc(NC(=O)CN2C(=O)C(c3ccccc3)=NC2(C)C)cc(OC)c1 | -13 | -0.3%
C=CCn1c(C)cc(C(=O)COC(=O)/C=C/c2cccc(OC)c2)c1C | -4 | 3.4%

Screening results (PubChem)
